High-throughput results as filed in PubChem BioAssay.
GSK3_alpha_inh: blockers of GSK3A enzyme activity – biochemical, luminescence, cell-free homogeneous, HTS, primary screen; AID 2650, 2010; GSK-3 alpha kinase, ADP-Glo luminescence, 60 min; actives 0.1% (n = 320,000); Glycogen synthase kinase-3 alpha (Homo sapiens), P49840; inhibition, % at 10 µM;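 in the data active = inhibition above about 50%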;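 also: GST-tagged GSK-3 alpha with peptide substrate and 25 µM ATP; 0% = DMSO neutral wells and 100% = GW8510 positive control wells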
DYRK1A_inh: rat Dyrk1A kinase inhibitors, primary screen, biochemical, single point, plate reader; Dual specificity tyrosine-phosphorylation-regulated kinase 1A (Rattus norvegicus), Q63470; ADP-Glo luminescence, NFATc1 peptide; inhibition, % at 12.5 µM; actives 0.43% (n = 310,000); AID 504441, 2011; in the data active = inhibition above about 50%;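 also: plate controls were vehicle with enzyme for no effect and no enzyme for full effect; many of its hits are not listed in these tables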
* hit, by the source's call. The list is partial (hit frequency here may not be typical).

SMILES GSK3_alpha_inh DYRK1A_inh
CC[C@@H]1C(=O)OC[C@@H]1Cc1cncn1C -1 3
